# Screens (PubChem BioAssay)
# RSV antiviral HEp-2 – RSV antiviral activity via CPE protection, HEp-2 cells, primary 10 µM value included (AID 2391). HEp-2 cells, RSV-induced CPE inhibition; higher % means a stronger effect. CPE inhibition, % at 10 µM; hits with a dose series show IC50 in µM. 0.13% of 310,000 active; in the data active = a potency from the dose series; inconclusive = CPE inhibition mostly from about 23% at the one dose, without a potency; inactive = the rest, 99 in 100 with CPE inhibition below about 21%; also: strong numbers were not always called active
# TNAP activators – human TNAP enzyme activators, primary screen, biochemical, luminescent, no phosphate acceptor, uHTS (AID 1001); activation fold at 20 µM; hits with a dose series show EC50 in µM; purified TNAP, luminescent activation assay, no phosphate acceptor; higher activation fold means a stronger effect; 0.03% of 200,000 active; in the data active = activation fold from about 3, or a potency from the dose series; inactive = the rest, 99 in 100 with activation fold below about 1.6; also: many of its hits are not listed in these tables
# ER stress rescue – rescue of cells from ER stress-induced death, primary screen, 384-well, CSM14.1, thapsigargin, ATP luminescence (AID 1222); CSM14.1 thapsigargin-induced death rescue, ATP luminescence; higher % means a stronger effect; cellular ATP content (survival), % at 20 µM, or EC50 in µM where a hit was titrated; 190,000 tested, under 10 active;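 active = EC50 below 50 µM in the dose-response confirmation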;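 also: death triggered by thapsigargin at about 15 µM added after 2 h compound pretreatment; cell ATP read after overnight thapsigargin exposure of roughly 18 to 22 hours; normalized against plate controls of thapsigargin alone and 5% DMSO vehicle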
# West Nile antiviral – West Nile virus antiviral activity, cell-based, CPE readout (AID 1621); West Nile virus-infected cells, CPE inhibition; higher % means a stronger effect; 0.02% of 290,000 active; CPE inhibition, % at 10 µM, or IC50 in µM where a hit was titrated; in the data active = a potency from the dose series; inconclusive = CPE inhibition mostly from about 3.7% at the one dose, without a potency; inactive = the rest, 99 in 100 with CPE inhibition below about 2.2%; also: strong numbers were not always called active
# human PMI inhibition – inhibitors of human PMI, primary screen, biochemical, fluorescence intensity, coupled assay (AID 1209); purified PMI enzyme, coupled fluorescence intensity; higher % means a stronger effect; one-dose inhibition, % at 20 µM; IC50 in µM for titrated hits; 0.42% of 190,000 active;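 also: plate controls were DMSO vehicle for no effect and wells lacking substrate for full effect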
# Insulin prom up – insulin promoter activators in MIN6 cells, imaging, high-content screening, mouse beta cells; MIN6 insulin promoter-GFP reporter; hits give high values; z-score at 5 µM; 0.3% of 190,000 active; AID 1625, 2009;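 active = z-score above 3 at 5 µM with at least 500 cells counted in the well; inconclusive = wells under 500 cells, flagged as cytotoxic or low count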
# human PMI inhibitors – human PMI inhibitors, high substrate, primary screen, biochemical, fluorescence intensity, high mannose 6-phosphate (AID 1220). 0.66% of 190,000 active. inhibition, % at 20 µM, or IC50 in µM where a hit was titrated. recombinant PMI enzyme, coupled fluorescence intensity; higher % means a stronger effect. Mannose-6-phosphate isomerase (Homo sapiens)
# PhoP inhibition – inhibitors of PhoP regulon expression, primary screen, Salmonella Typhimurium, GFP reporter (AID 1863). 0.16% of 300,000 active. one-dose inhibition, % at 50 µM; IC50 in µM for titrated hits. S. Typhimurium PhoP-regulated promoter GFP reporter, 4 h; higher % means a stronger effect;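 active = inhibition over 29.93%, a cutoff 3 SD above the screen mean, later confirmed by dose response; inconclusive = inhibition over 29.93% but no dose response follow-up; inactive = inhibition at most 29.93% or unconfirmed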;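 also: 0% = low Mg2+ inducing control and 100% = high Mg2+ repressing control; strong numbers were not always called active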
# SV40 large T antigen – SV40 large T antigen inhibitors, biochemical (AID 1903); SV40 large T antigen ATPase/helicase inhibition assay; higher % means a stronger effect; 0.39% of 310,000 active; inhibition, % at 20 µM, or IC50 in µM where a hit was titrated; in the data active = a potency from the dose series; inconclusive = inhibition mostly from about 32% at the one dose, without a potency; inactive = the rest, 99 in 100 with inhibition below about 32%; also: strong numbers were not always called active
# Insulin prom up cell count – second read-out of Insulin prom up, no call of its own (marks repeat the call); cell count; measured here: cytotoxicity, nuclei count;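 total cells summed across four imaged fields per well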
# Active calls of the source: *; u = inconclusive; x = no result given. Rule as the data show it, unless noted: active = inhibition above about 50%; inactive = the rest. The order is random; overall some 1.5% were active at least once.
1: O=S(=O)(c1ccc2nc(-c3ccco3)c(-c3ccco3)nc2c1)N1CCOCC1
2: C=CCOC(=O)CCC(=O)Nc1cc(OC)nc(OC)n1
3: COC(=O)c1ccc(CSc2ccc3nnc(-c4ccc(F)cc4)n3n2)o1
4: Cc1cccc(N(CC(=O)NC2CCCCC2)C(=O)Cn2nnc(-c3ccc(C)o3)n2)c1
5: Cc1cc(C)c2c(N)c(C(=O)Nc3ccc(C)c(C)c3)sc2n1
6: CCc1cccc(CC)c1NC(=O)COC(=O)c1ccc(F)c(S(=O)(=O)N(CC)CC)c1
7: Cc1ccc(C)c(OCCC(=O)OCC(=O)N2CCN(c3ccccc3)CC2)c1
8: COc1ccc(/C=C2\SC(=O)N(CC(=O)NCCCn3ccnc3)C2=O)cc1
9: CCCOc1ccc(N2C(=O)CC(NNC(=O)c3ccc(COc4ccccc4)o3)C2=O)cc1 (stereo not given)
10: COc1ccc(-c2[nH]nc3c2C(c2ccc(OC(=O)N4CCOCC4)cc2)C(C#N)=C(N)O3)cc1 (stereo not given)
screen / no.	1	2	3	4	5	6	7	8	9	10
RSV antiviral HEp-2	2.0%	0.5%	15%	-0.2%	12%	2.7%	-0.9%	-0.8%	1.1%	3.1%
TNAP activators	0.8	1.1	1.1	1.2	x	1.1	x	x	1.2	0.7
ER stress rescue	-1.4%	x	-1.1%	-1.2%	x	-2.1%	x	x	-0.3%	-1.1%
West Nile antiviral	-0.4%	-0.9%	-0.3%	-0.8%	-0.8%	-0.2%	0.1%	-0.4%	2.9%	x
human PMI inhibition	-18%	5%	-6%	-11%	x	6%	x	x	8%	14%
Insulin prom up	-0.9	0.19	-1.1	-0.51	x	0.09	x	x	0.02	x
Insulin prom up cell count	1211	1046	1329	1262	x	1505	x	x	1353	x
human PMI inhibitors	10%	4%	-12%	-8%	x	-6%	x	x	4%	23%
PhoP inhibition	-4%	19%	-8%	1%	2%	-3%	-3%	-8%	3%	11%
SV40 large T antigen	u	4%	20%	10%	9%	20%	8%	12%	30%	35%

11: Oc1ccc(C2Nc3cccc4cccc(c34)N2)cc1
12: COc1ccc(C(=O)N[C@H](C(=O)NCc2ccco2)C(C)C)cc1
13: COc1nc(OC)nc(N2CCCCCC2)n1
14: COc1ccc(OC)c(CNc2ccc3c(c2)nc(C)n3C)c1
15: O=CN1CCN(c2c([N+](=O)[O-])c(=O)oc3ccccc23)CC1
16: Cc1cc(NC(=O)c2cccc(S(=O)(=O)Nc3cccc(C(=O)O)c3)c2)no1
17: COc1ccc(CNC(=O)COc2cc(O)c3c(c2)OC(C)(C)CC3=O)c(OC)c1
18: Cc1ccc(NC(=O)CCC(=O)NNC(=O)COc2ccccc2)cc1C
19: N#Cc1c(N)n(CCCN2CCOCC2)c2nc3ccccc3nc12
20: Cc1cc(NC2CCCCC2)n2c(n1)nc1ccccc12
screen / no.	11	12	13	14	15	16	17	18	19	20
RSV antiviral HEp-2	48%	-0.4%	2.4%	0.7%	0.8%	1.4%	1.6%	1.0%	-0.6%	1.0%
TNAP activators	x	1.1	1	x	x	x	x	1.1	1.2	1.1
ER stress rescue	x	x	-3.6%	x	x	x	x	-0.5%	0.8%	0.0%
West Nile antiviral	-0.4%	-0.7%	-0.8%	-1.1%	0.1%	0.3%	-0.2%	-0.4%	0.8%	-0.6%
human PMI inhibition	x	-2%	-1%	x	x	x	x	-11%	9%	2%
Insulin prom up	x	0.78	x	x	x	x	x	0.24	-1.2	0.27
Insulin prom up cell count	x	1165	x	x	x	x	x	1349	989	1362
human PMI inhibitors	x	2%	-2%	x	x	x	x	-8%	44%	-4%
PhoP inhibition	0%	-4%	4%	-5%	-12%	-2%	2%	6%	-2%	-6%
SV40 large T antigen	33%	13%	9%	23%	34%	13%	19%	3%	-5%	6%

21: COCCCNC(=O)Cn1cnc2sc(C)c(S(=O)(=O)N3CCN(c4ccccc4OC)CC3)c2c1=O
22: COc1cc2c(cc1OC)C(NNC(=O)c1ccc(Br)o1)=NC(C)(C)C2
23: COCC(O)CSc1c([N+](=O)[O-])nc(C)n1Cc1ccc(OC)c([N+](=O)[O-])c1 (stereo not given)
24: O=C(COc1ccccc1C(=O)O)Nc1nc2ccc([N+](=O)[O-])cc2s1
25: CNC(=S)N/N=C/c1cn(Cc2ccc(F)cc2)c2ccccc12
26: Cc1nc(C(C)N(C)Cc2nc(-c3ccc4c(c3)OCO4)no2)c(C)s1 (stereo not given)
27: CSC1=NCCN1C(=O)c1ccco1
28: Cc1noc(/C=C/N(C)C)c1S(=O)(=O)N1CCCC(C(=O)Nc2ccc(F)cc2F)C1 (stereo not given)
29: Cc1ccn2c(C=O)c(-c3ccc(F)cc3)c(C=O)c2c1
30: Cc1ccccc1NC(=O)Nc1ccccc1C(N)=O
screen / no.	21	22	23	24	25	26	27	28	29	30
RSV antiviral HEp-2	0.5%	4.0%	0.6%	0.9%	8.6%	-1.2%	0.6%	0.3%	8.0%	1.1%
TNAP activators	x	x	1.1	x	1.4	1	1.1	x	1	1.1
ER stress rescue	x	x	-0.5%	x	-1.8%	-1.7%	-1.7%	x	0.3%	2.6%
West Nile antiviral	-0.7%	0.2%	0.1%	0.8%	x	-1.7%	0.5%	-0.9%	-0.4%	1.6%
human PMI inhibition	x	x	5%	x	11%	-4%	7%	x	5%	14%
Insulin prom up	x	x	0.23	0.09	-0.47	0.13	1.6	x	-0.29	-0.67
Insulin prom up cell count	x	x	1230	1434	1070	1448	1074	x	1237	1390
human PMI inhibitors	x	x	1%	x	2%	-11%	5%	x	13%	14%
PhoP inhibition	-5%	-4%	3%	-10%	-11%	14%	-2%	3%	-14%	6%
SV40 large T antigen	6%	7%	10%	9%	2%	11%	0%	5%	3%	2%

31: CCCSc1nnc2nc3c(nn12)c1ccccc1n3C
32: Cc1nc(Nc2cnc(/C=C/c3cc(C(=O)Nc4cccc(C(F)(F)F)c4)ccc3C)cn2)cc(N2CCNCC2)n1
33: Cc1cc(C)c2c(N)c(C(=O)NN3CC(=O)N(c4ccccc4F)CC3=O)sc2n1
34: O=C(NCCc1ccccc1F)C1CCC(=O)N(Cc2ccc(Cl)cc2)C1 (stereo not given)
35: CSc1ccc(CNC(=O)c2ccc(NC(=O)C3=CSCCO3)cc2)cc1
36: CC(C)n1c(SCc2cc(=O)[nH]c3ccccc23)nc2c1c(=O)n(C)c(=O)n2C
37: CCC(CC)NC(=O)Cc1ccc(F)cc1
38: O=C(c1ccc(CS(=O)(=O)Cc2ccc(Cl)cc2)o1)N1CCCC1
39: CCC(=O)N1CCC2(CC1)Oc1ccc(F)cc1C(=O)C21CC(c2ccccc2)=NO1 (stereo not given)
40: CC1(C)Cc2c(sc(NC(=O)C(=O)N3CCN(CCO)CC3)c2C(N)=O)CO1
screen / no.	31	32	33	34	35	36	37	38	39	40
RSV antiviral HEp-2	1.6%	-3.4%	0.2%	1.8%	1.2%	1.7%	0.7%	0.5%	2.5%	3.9%
TNAP activators	1.1	x	1.1	x	x	1	1.2	1.1	x	x
ER stress rescue	x	x	-3.2%	x	x	3.0%	0.6%	-0.3%	x	x
West Nile antiviral	0.4%	-2.6%	0.3%	-0.7%	-0.3%	0.3%	0.3%	-0.7%	-0.6%	0.6%
human PMI inhibition	8%	x	12%	x	x	-2%	2%	8%	x	x
Insulin prom up	0.38	x	x	x	x	0.19	x	-0.16	-0.07	x
Insulin prom up cell count	1831	x	x	x	x	1280	x	1214	970	x
human PMI inhibitors	11%	x	9%	x	x	-7%	1%	10%	x	x
PhoP inhibition	0%	-11%	-4%	-6%	3%	x	-6%	-9%	-1%	-6%
SV40 large T antigen	5%	24%	17%	2%	12%	x	7%	7%	13%	14%

# 5 of these compounds in a different format:
no.	Structure	RSV antiviral HEp-2	TNAP activators	ER stress rescue	West Nile antiviral	human PMI inhibition	Insulin prom up	Insulin prom up cell count	human PMI inhibitors	PhoP inhibition	SV40 large T antigen
17	COc1ccc(CNC(=O)COc2cc(O)c3c(c2)OC(C)(C)CC3=O)c(OC)c1	1.6%	x	x	-0.2%	x	x	x	x	2%	19%
18	Cc1ccc(NC(=O)CCC(=O)NNC(=O)COc2ccccc2)cc1C	1.0%	1.1	-0.5%	-0.4%	-11%	0.24	1349	-8%	6%	3%
19	N#Cc1c(N)n(CCCN2CCOCC2)c2nc3ccccc3nc12	-0.6%	1.2	0.8%	0.8%	9%	-1.2	989	44%	-2%	-5%
20	Cc1cc(NC2CCCCC2)n2c(n1)nc1ccccc12	1.0%	1.1	0.0%	-0.6%	2%	0.27	1362	-4%	-6%	6%
21	COCCCNC(=O)Cn1cnc2sc(C)c(S(=O)(=O)N3CCN(c4ccccc4OC)CC3)c2c1=O	0.5%	x	x	-0.7%	x	x	x	x	-5%	6%

# Compound profiles, as listed above.
# Shown for CC1(C)Cc2c(sc(NC(=O)C(=O)N3CCN(CCO)CC3)c2C(N)=O)CO1 → RSV antiviral HEp-2 = 3.9%; TNAP activators = x; ER stress rescue = x; West Nile antiviral = 0.6%; human PMI inhibition = x; Insulin prom up = x; Insulin prom up cell count = x; human PMI inhibitors = x; PhoP inhibition = -6%; SV40 large T antigen = 14%
# Shown for CCC(CC)NC(=O)Cc1ccc(F)cc1 → RSV antiviral HEp-2 = 0.7%; TNAP activators = 1.2; ER stress rescue = 0.6%; West Nile antiviral = 0.3%; human PMI inhibition = 2%; Insulin prom up = x; Insulin prom up cell count = x; human PMI inhibitors = 1%; PhoP inhibition = -6%; SV40 large T antigen = 7%
# Shown for O=C(NCCc1ccccc1F)C1CCC(=O)N(Cc2ccc(Cl)cc2)C1 (stereo not given) → RSV antiviral HEp-2 = 1.8%; TNAP activators = x; ER stress rescue = x; West Nile antiviral = -0.7%; human PMI inhibition = x; Insulin prom up = x; Insulin prom up cell count = x; human PMI inhibitors = x; PhoP inhibition = -6%; SV40 large T antigen = 2%

# Carrying on.
41: COc1ccc(/C=C/C(=O)Nc2ccc3nc4n(c(=O)c3c2)CCCC4)cc1
42: CC(=O)c1ccccc1OCc1ccc(C(=O)c2ccccc2)cc1
43: COc1ccc(CN2C(=O)c3ccccc3C2=O)cc1C(=O)O
44: CC(C)(C)C(=O)c1cn(CC(=O)NCc2ccc3c(c2)OCO3)c2ccccc12
45: CCN(c1ccccc1)S(=O)(=O)c1ccc(NC(=O)C(C)(C)C)cc1
screen / no.	41	42	43	44	45
RSV antiviral HEp-2	u	9.5%	8.4%	3.5%	-0.2%
TNAP activators	1	x	x	1	1.2
ER stress rescue	-1.7%	x	x	0.6%	0.3%
West Nile antiviral	-0.3%	-1.1%	-0.5%	-0.5%	-1.1%
human PMI inhibition	0%	x	x	4%	2%
Insulin prom up	x	x	x	-0.15	x
Insulin prom up cell count	x	x	x	769	x
human PMI inhibitors	-1%	x	x	-2%	0%
PhoP inhibition	-14%	3%	5%	2%	-7%
SV40 large T antigen	8%	12%	6%	-2%	8%
